Compound activity (PubChem)
mHTT-CaM PPI inh: mutant huntingtin-calmodulin interaction inhibitors – biochemical, AlphaScreen, primary screen; P42858; AlphaScreen His-mHTT/GST-CaM binding, luminescence; inhibition, % at 15 µM; 190,000 compounds, 3.6% hits; AID 1671202, 2021;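 also: 0% = both proteins with DMSO and 100% = one protein alone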
Pf apPOL inh: Pf-apPOL inhibitors, biochemical, fluorescence; Plasmodium falciparum apicoplast DNA polymerase (apPOL); 210,000 compounds, 0.25% hits; Recombinant Pf-apPOL, molecular beacon fluorescence, 1.5 h; inhibition, % at 10 µM
* marks the source's active call; other numbers are inactive results; i = inactive; . = not tested or not shown; & = joins results of further samples. Rule as the data show it: active = inhibition above about 50%; inactive = the rest. This is a subset. The share of hits here may be higher or lower than overall.

SMILES	mHTT-CaM PPI inh	Pf apPOL inh
COc1ccccc1C1C=C(c2ccc(I)cc2)Nc2nnnn21 (stereo not given)	3.0	0.7
Cn1nc(C(F)(F)F)cc1OC(=O)c1cccs1	.	-14.3
CC(=O)Nc1nonc1-c1nc2ccccc2n1Cc1ccccc1C	10.0	4.8
Nc1ccc(S(=O)(=O)Nc2nccc(/C=C/c3cccc([N+](=O)[O-])c3)n2)cc1	0.9	2.1
COC(=O)c1cnc2nc(C)ccc2c1Nc1ccccc1	-2.9	-7.6
O=C(COc1ccc([N+](=O)[O-])cc1)Nc1cccc(C(=O)Nc2nccs2)c1	14.8	-6.2
O=C(NCc1ccc(-n2ccnc2)cc1)c1ccoc1	0.9	-1.3
CN(C)S(=O)(=O)c1ccc(C(=O)NCc2cc(-c3ccc4c(c3)OCO4)on2)cc1	18.5	-2.9
CCOc1cc(/C=C(\C#N)c2nc(-c3ccc(OC)cc3)cs2)ccc1O	-7.0	-1.3
COc1cc(N2CCN(C)CC2)ccc1Nc1nccc(-c2cc3ccncc3n2C)n1	.	3.9
NC(=O)c1ccccc1NC(=O)C1CC1	-4.9	-1.0
Cc1ccc(NC(=O)c2ccc(-c3cccc([N+](=O)[O-])c3)o2)cc1-c1nc2ncccc2o1	13.0	-1.1
COC(=O)c1cccc(NC(=O)C2CCCN(c3nnc4c(Cl)cccn34)C2)c1 (stereo not given)	16.1	0.7
COc1ccc(Cl)cc1C(=O)Nc1ccc(-c2nc3ccccc3[nH]2)cc1	90.0*	3.7
N/C(=N\OC(=O)c1ccc(Br)o1)c1ccncc1	i	-4.7
COc1ccc(C(=O)CSc2nc(-c3cccs3)ccc2C#N)cc1OC	-12.0	-3.4
CCc1ccccc1NS(=O)(=O)c1cc2c(s1)CCN(C(C)=O)C2	6.5	1.1
COc1ccc(CC(=O)Nc2c(C)cccc2C)cc1	-7.5	-4.3
NC(Cc1ccc([N+](=O)[O-])cc1)=NOC(=O)c1cccs1	.	-2.4
CC(C)Sc1ncnc2c1sc1nc(N3CCOCC3)c3c(c12)CC(C)(C)OC3	-4.0	-5.1
Cc1cccc(OCC(=O)N2CCC(c3cnn(-c4ccccc4)c3)CC2)c1	1.3	-9.8
OC(CNC1CCN(Cc2ccccc2)CC1)CSc1ccc(F)cc1 (stereo not given)	.	7.9
CCC(CC)NC(=O)C1CC(=O)N(CCc2c[nH]c3ccc(Cl)cc23)C1 (stereo not given)	12.5	-1.1
CC(C)CNC(=O)CCC1CCCN(c2cc(NC3CC3)ncn2)C1 (stereo not given)	1.5	0.6
Cc1nnc2c3c4c(sc3ncn12)CC(C)CC4 (stereo not given)	.	-28.5

(continued)
SMILES	mHTT-CaM PPI inh	Pf apPOL inh
Cc1ccc(SCC(=O)NC2CCCC2)cc1	-6.3	-1.8
COc1cccc(-c2nnc(NC(=O)Nc3cccc(Cl)c3)s2)c1	-7.4	-1.1
COc1ccc(CCC(=O)NCC(O)C2CCCCC2)cc1 (stereo not given)	-3.0&-10.1	-7.0&-7.5
COc1cc(N)c(C(c2ccc(C)o2)c2ccc(C)o2)cc1OC	33.0	-8.1
COc1ccc(C(=O)N2CCC(OCc3nc(C4CC4)no3)CC2)cn1	-6.4	-5.3
COc1ccc(CCNC(=O)c2cnc3n(c2=O)CCS3)cc1OC	-7.7	1.0
Cc1cc(C)cc(-n2ccnc(NC(=O)c3ccc(F)cc3)c2=O)c1	2.3	0.9
Cc1ccc(N2CCC(NC(=O)CC(C)(C)C)C2=O)cc1 (stereo not given)	-5.0	-4.4
CCC(C)N(C)C(=O)c1cc2ccccc2c(-c2ccccc2Cl)n1 (stereo not given)	.	-2.6
Nc1nc(=O)n2c(n1)sc1ccccc12	-0.2	-7.0
COc1cc2c(cc1OC)C(COc1ccc(F)cc1)N(C(=O)C1CC1)CC2 (stereo not given)	27.0	-6.6
CCOC(=O)c1c(NC(=O)Nc2ccc(C)cc2)sc2c1CCC(C)C2 (stereo not given)	.	-4.7
CCN(CC)c1ccc(C=Nc2ccc(-c3cn4ccccc4n3)cc2)c(O)c1	4.0	21.7
COCCc1ccc(OCC(O)CNC(C)C)cc1 (stereo not given)	.	3.9
Cc1[nH]c2c(c1CC(Cl)(Cl)Cl)C(=O)CC(C)(C)C2	1.0	-8.8
Clc1ccc(-c2noc(CSC3=NCCN3)n2)cc1	.	-9.9
O=C1CC(c2cccs2)CC(O)=C1C=NCCN1CCN(C(=O)c2ccccc2)CC1 (stereo not given)	7.0	-7.5
COc1ccc(Cl)cc1NC(=O)CSc1nc2ccc(C)cc2[nH]1	13.6	-3.3
O=C1c2ccccc2-c2n[nH]c(=O)c3ccc(Cl)c1c23	13.0	0.6
COc1cc(C(CCN2CCCC2)c2c(OC)cc(OC)c3c(C)cc(=O)oc23)cc(OC)c1OC (stereo not given)	10.5	-13.1
Cc1ccc(Cl)cc1NC(=O)c1ccccc1NC(=O)c1ccco1	2.6	-1.7
Nc1ccc(Oc2c(F)c(F)c(Oc3ccc(N)cc3)c(F)c2F)cc1	-0.5	-6.2
CCOC(=O)CCC(=O)Nc1nnc(COc2ccccc2)o1	30.4	-8.1
CCCNC(=O)C1CCCN(c2nc3ccsc3c(=O)n2-c2cccc(OC)c2)C1 (stereo not given)	4.8	-2.3
O=S(=O)(c1ccc2c(c1)oc1ccccc12)N1CCOCC1	-7.3	.

Additional records.
SMILES	mHTT-CaM PPI inh	Pf apPOL inh
CC(=O)NC(N)=Nc1nc2cc([N+](=O)[O-])ccc2o1	4.0	2.8
CN(C(=O)Nc1ccc(Cl)cc1)n1cnc2ccccc2c1=O	.	1.6
COc1cccc(C(=O)NCc2nnnn2C2CCCCC2)c1OC	-7.3	2.5
Cn1nc(-c2nc(-c3ccccc3)no2)c2c1CCN(C(=O)CCc1ccccc1)C2	27.9	-3.9
CC(=O)NC(CCS(C)(=O)=O)C(=O)Nc1ncn[nH]1 (stereo not given)	2.0	-5.7
Cc1cccc(OCC(=O)Nc2cc([N+](=O)[O-])ccc2C)c1	-3.1	-5.3
CCC12C(=Nc3c(Cl)cccc31)C[C@@H]1CCN3C(=O)CCC[C@H]2[C@H]13 (stereo not given in full)	14.8	-1.2
COc1cccc(/C=C2\C(=O)NC(=O)N(c3ccccc3Cl)C2=O)c1OC	11.0	-7.9
Clc1ccc(CN2CCN(Cc3ccccn3)CC2)cc1	-1.2	-2.8
Cc1ccc(NC(=O)CNS(=O)(=O)c2cccs2)cc1Cl	-5.0	1.2
CC(C)N1CCN(C(=O)c2cc3cn(C(C)C)cc3s2)CC1	22.4	-5.3
CCCC1c2cccn2CCN1C(=O)Nc1ccc(Br)c(C)c1 (stereo not given)	-0.5	2.1
O=C1NN(c2ccc(F)cc2)C(=O)/C1=C/c1cccc(Br)c1	70.0*	16.6
COc1cccc(CNc2ccc3c(c2)nc(C)n3C)c1	5.0	-2.9
O=C(Nc1nc(-c2cc([N+](=O)[O-])cs2)cs1)C1=COCCO1	-4.7	-3.3
Fc1ccc(-c2ccc3ccccc3n2)cc1	.	0.7
CS(=O)(=O)N(Cc1ccccc1Cl)c1ccc(C(=O)Nc2ccc3c(c2)OCO3)cc1	14.2	0.7
O=C1Nc2ccc([N+](=O)[O-])cc2C1=Nc1ccccc1I	6.0	-1.0
CC(C)(C)N=C1Nc2ncccc2NC12CCCN(C(=O)Cc1c[nH]c3ccccc13)C2 (stereo not given)	47.7	-4.8
O=C(NCCSCc1ccco1)c1cncc(Br)c1	.	3.5
CN1CCCN(Cc2ccc(Cl)cc2Cl)CC1	-4.2	2.5
O=C(CC1CCCC1)N1CCC(CCOc2ccccc2F)CC1	-16.1	-1.2
CC(C)(C)C#CC(=O)C#CC(C)(C)C	1.0	-8.1
O=c1oc(-c2ccc([N+](=O)[O-])cc2)nc2ccccc12	2.0	-0.9
COc1ccccc1N/C(C)=C1\C(=O)CC2C1C2(C)C (stereo not given)	13.0	-0.8

Further records:
SMILES	mHTT-CaM PPI inh	Pf apPOL inh
Cc1cccc(CC(=O)NCCC(O)C(C)(C)C)c1 (stereo not given)	0.0	-7.5
CC1=NOC(=O)/C1=C/c1ccc(-c2ccc(Cl)c(Cl)c2)o1	19.0	1.9
COc1ccc(S(=O)(=O)NCC2CCC(C(=O)NCc3ccccc3Cl)CC2)cc1 (stereo not given)	-5.0	1.6
CC(C)NC(=O)N1CCc2[nH]cnc2C1c1ccccc1 (stereo not given)	2.8	-4.8
CC(=O)Nc1ccc(NC(=O)COc2ccc(C)c(C)c2)cc1	1.5	-1.5
O=C(Nc1ccc(Cl)cc1)ON=C1CCCCC1Cn1ccnc1 (stereo not given)	.	-8.9
O=C(Nc1ccc(Br)c(Cl)c1)c1cccs1	-49.5	-7.0
Cc1oc(C2CCN(C(=O)c3ccc(Cl)s3)CC2)nc1C(=O)N1CCSCC1	-3.7	2.4
COc1ccc(Cl)cc1-n1cnc2cc(C(=O)NCC(OC)OC)ccc21	33.0	-3.1
CCC12CN3CC(CC)(CN(C1)C(=O)c1ccccc1C3=O)C2=O	-6.0	-5.3
O=C(O)c1cccnc1SC1CC(=O)N(c2ccccc2Cl)C1=O (stereo not given)	-2.0	11.1
CCc1[nH]c(=O)cc2cc(OC)c(OC)cc12	.	-3.3
Cc1cc(C)nc(NS(=O)(=O)c2ccc(NC(=O)c3cccc(C(F)(F)F)c3)cc2)n1	15.0	10.3
NC(=O)c1ccc(Nc2nnc(-c3ccc(O)cc3)c3ccccc23)cc1	21.0	-34.4
COc1ccc(C2CC(c3ccc(C)cc3)n3nc(N)nc3N2)cc1 (stereo not given)	16.3	1.9
Cc1nnc(SCC(=O)NCc2ccccc2)s1	2.3	-3.9
NS(=O)(=O)c1ccc(NC(=O)C2CC2)cc1	-0.7	-5.3
O=C1C2C(c3ccccc3)CC=CC2[C@H](c2ccc3ccccc3c2)N1Cc1ccccc1 (stereo not given in full)	0.6	-0.7
O=C(NC1CC1)c1ccc(OCC2CCN(C(=O)CC3CCCCC3)CC2)cc1	5.4	-2.8
COc1ccc(NC(=O)N2CCCC(C)(C(=O)NCc3ccccc3C)C2)c(OC)c1 (stereo not given)	7.0	9.7
